From PubChem BioAssay
GLP-1R agonist: GLP-1 receptor (human) agonism; HEK293 GLP-1R CRE-luciferase, luminescence, 4-6 h; cells express a hypersensitive GLP-1R form; Potency, µM (titrated, usually from 45.6 µM), without a hit: at the highest dose activation, usual class: activators; actives 0.007% (n = 380,000); AID 624172; note: potency is the fitted concentration of half-maximal effect; % of control where 0% means no effect
GLP1R cytotox: cytotoxicity in counter-screen for GLP-1R inverse agonists; HEK293 cAMP-luciferase reporter cells, luminescence, 24 h; Potency, µM (highest dose often 38.3 µM), inactives show at the top dose activity change, negative = inhibition, hits mostly inhibitors; actives 0.13% (n = 410,000);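 note: loss of luciferase light is scored as toxicity; potency is the fitted concentration of half-maximal effect; % is set by controls: 0 for no effect and ±100 for the full control effect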
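Quantitative HTS format, 1536 wells, 200 cells/uL seeded. Compounds: 23 nL, 24 h, 37 °C. Detection: luciferase reagent, luminescence at 12 min RT; decreased signal taken as cytotoxic.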
PLK1 PBD inh: blocks phosphopeptide binding to human PLK1 polo-box domain. P53350. Plk1 PBD binding of FITC phosphopeptide, fluorescence polarization. Potency, µM, for inactives: max response, negative = inhibition, actives largely listed as inhibitors. actives 2.8% (n = 360,000). AID 720504; note: potency is the fitted concentration of half-maximal effect; series mostly up to about 57 µM; % is set by controls: 0 for no effect and ±100 for the full control effect; nearly all actives have a fitted effect of over 65% in size
Target sequence (P53350 whole entry, looked up, the tested form may be a part): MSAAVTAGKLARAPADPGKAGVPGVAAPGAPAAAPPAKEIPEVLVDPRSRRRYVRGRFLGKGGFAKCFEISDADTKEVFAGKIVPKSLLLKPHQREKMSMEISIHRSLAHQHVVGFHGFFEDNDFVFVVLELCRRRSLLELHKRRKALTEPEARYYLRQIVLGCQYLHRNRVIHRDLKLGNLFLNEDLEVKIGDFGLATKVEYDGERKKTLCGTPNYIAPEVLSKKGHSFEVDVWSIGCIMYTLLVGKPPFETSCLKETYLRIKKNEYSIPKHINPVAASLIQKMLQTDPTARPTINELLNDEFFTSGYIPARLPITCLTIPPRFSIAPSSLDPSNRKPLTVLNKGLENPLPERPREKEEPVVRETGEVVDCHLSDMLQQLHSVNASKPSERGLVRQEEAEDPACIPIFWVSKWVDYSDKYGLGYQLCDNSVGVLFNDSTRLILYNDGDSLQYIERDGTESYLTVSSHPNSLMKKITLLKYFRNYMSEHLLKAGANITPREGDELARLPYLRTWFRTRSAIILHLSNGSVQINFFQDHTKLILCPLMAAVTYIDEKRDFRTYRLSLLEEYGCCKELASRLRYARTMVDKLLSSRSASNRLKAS
GLP1R inv ag: GLP-1 receptor (human) inverse agonism; Potency, µM (titrated, usually from 38.3 µM), for inactives: top-dose activity change, negative = inhibition, most hits filed as inhibitors; AID 624417; HEK293 GLP-1R CRE-luciferase, luminescence, 24 h; GLP-1R form is constitutively active; actives 1.6% (n = 410,000); note: potency is the fitted concentration of half-maximal effect; % is set by controls: 0 for no effect and ±100 for the full control effect; nearly all actives have a fitted effect of over 55% in size
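HEK293 cells stably co-expressing constitutively active GLP-1R and a cAMP-responsive luciferase reporter were seeded in DMEM with 10% Nu serum, given compounds after 12 h, and incubated 24 h at 37 deg C. Luminescence was then read.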
WRN inhibitor: blocks human WRN helicase; actives 0.46% (n = 360,000); WRN helicase unwinding, fluorescent forked duplex, kinetic; Potency, µM (top dose mostly 114 µM), for inactives: at the highest dose activity change, negative = inhibition, usual class: inhibitors; note: potency is the fitted concentration of half-maximal effect; % is set by controls: 0 for no effect and ±100 for the full control effect; nearly all actives have a fitted effect of over 55% in size
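Screening of the MLSMR collection measured strand separation of a quenched forked DNA duplex (100 nM) by 20 nM WRN with 2 mM ATP, all final. Compounds were preincubated with enzyme 15 min at room temperature.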
DRD3 agonist: agonists of human D3 dopamine receptor | P35462 | D3R DiscoveRx beta-arrestin cells, luminescence, 90 min | max activation, % | actives 0.58% (n = 410,000) | AID 652048; in the data active = max activation above about 30%; note: 0% is about no effect; mostly tested at two doses, the higher about 12 µM
Target sequence (P35462 whole entry, looked up): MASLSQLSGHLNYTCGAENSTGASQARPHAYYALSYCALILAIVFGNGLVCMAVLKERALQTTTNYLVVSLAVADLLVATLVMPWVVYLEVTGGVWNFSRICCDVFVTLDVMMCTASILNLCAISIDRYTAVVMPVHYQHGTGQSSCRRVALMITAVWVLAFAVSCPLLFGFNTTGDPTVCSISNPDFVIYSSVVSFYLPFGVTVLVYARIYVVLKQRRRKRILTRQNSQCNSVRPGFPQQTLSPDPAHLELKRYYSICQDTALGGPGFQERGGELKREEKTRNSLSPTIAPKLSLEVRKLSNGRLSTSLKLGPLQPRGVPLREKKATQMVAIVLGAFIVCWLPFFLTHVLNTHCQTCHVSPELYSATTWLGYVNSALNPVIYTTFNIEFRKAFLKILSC
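Agonist mode: compounds and dopamine controls were applied to plated cells for 90 min at 37 degrees C after an overnight attachment at 1500 cells/well. Luminescent read-out followed 30 - 60 minutes at room temperature with DiscoveRx detection reagent.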
PI5P4K alpha inh: PI5P4K alpha (human) kinase inhibition | max response, % | P48426 | AID 652105 | PI5P4Kalpha enzyme, ADP-Glo luminescence, 60 min; active compounds read low | actives 1.2% (n = 330,000); active = max response of -50% or lower; inconclusive = between -30% and -50%; inactive = -30% or higher; note: value at the top dose of about 77 µM; % is set by controls: 0 for no effect and ±100 for the full control effect
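PI5P4Kalpha ADP-Glo assay; 5 microM ATP final; 60 min RT reaction; HEPES pH 7.4/EGTA/CHAPS, 5% DMSO; controls lacking substrate or enzyme; luminescent end-point.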
IL-2 act: IL-2 activation; IL-2 activation reporter assay, cell-based qHTS; stimulated with anti-CD3/CD4/CD28 beads; in transgenic mouse T cells; activation, % (series mostly up to about 46 µM); actives 0.065% (n = 360,000); in the data active = activation above about 50%; inconclusive = mostly about 30% to 49%; note: 0% is about no effect
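Readout is EGFP and DsRed signal by fluorescent plate cytometry after 18 h at 37 degrees C. Transgenic mouse T cells (750/well) received compound for 60 min before bead stimulation (anti-CD3, anti-CD4, anti-CD28); memory T cells served as non-tolerant control.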
D3 antag: D3 dopamine receptor (human) antagonism; P35462; D3R cells, DiscoveRx beta-arrestin luminescence, antagonist mode; active compounds read low; max response, negative = inhibition, %; actives 2.5% (n = 360,000); AID 652054; in the data active = max response below about -50%; inconclusive = no clear call, values can overlap the other calls; note: % is set by controls: 0 for no effect and ±100 for the full control effect; mostly tested at two doses, the higher about 12 µM
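Cells plated overnight at 1500 cells/well, then exposed to library compounds with dopamine controls for 90 minutes at 37 degrees C. DiscoveRx reagent added for 30–60 minutes at room temperature; luminescence read, quantitative HTS format.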
* marks the source's active call; other numbers are inactive results; ? = inconclusive; . = not tested or not shown; [ ] = remark or other dose. Unless noted, calls come from the whole dose curve; as a rule, active = well fitted curve in the direction sought with a large enough effect; inconclusive = small, poorly fitted or top-dose-only effect, or another doubt; inactive = no such curve, though single readings can be large; an effect the other way counts as inactive or inconclusive.

smiles,PLK1 PBD inh,PI5P4K alpha inh,GLP-1R agonist,IL-2 act,D3 antag,WRN inhibitor,GLP1R inv ag,GLP1R cytotox,DRD3 agonist
COC(=O)Nc1ccc(S(=O)(=O)N2CCCC(C(=O)NC3CCS(=O)(=O)C3)C2)cc1 (stereo not given),-10.0%,-7.5,1.5%,-2.7,5.3,2.0%,28.1%,12.8%,-17.1
CS(=O)(=O)N1CCC(C(=O)Nc2ccccc2Br)CC1,-8.5%,-0.6,4.3%,0.3,-1.6,1.2%,8.3%,-10.5%,-1.9
COC(=O)CC1COc2ccccc2N1S(=O)(=O)c1ccc(Br)cc1 (stereo not given),-18.6%,1.1,-2.1%,-0.4,-13.0,-1.3%,?,-9.1%,-3.6
Cc1nnsc1Sc1ccccc1C(=O)O,-8.9%,0.1,4.0%,-0.6,4.7,4.3%,2.3%,5.3%,-4.4
COc1cc(C#N)ccc1OCC(=O)c1ccc2c(c1)OCCO2,-7.8%,.,19.1%,0.2,?,4.7%,76.7%[activator],5.7%,-8.0
CC1CCN(C(=O)Cn2nnc(-c3ccccc3)n2)CC1,-3.9%,2.9,-1.5%,-0.1,-0.8,-1.5%,33.0%[activator],-30.7%,8.2
Cc1onc(-c2ccccc2)c1C(=O)OCC(=O)N1CCN(c2ccccc2)CC1,-16.6%,-1.6,6.2%,4.1,0.0,-0.9%,?,-13.3%,14.8
O=C(NCCN1C(=O)S/C(=C\c2ccccc2F)C1=O)C1CCCN1C(=O)c1cccs1 (stereo not given),-21.9%,-2.4,16.5%,-0.5,-26.9,-28.0%[57.1 µM],-28.9%,-5.8%,-6.8
O=C(COc1ccc(Br)cc1Cl)NC1CCCCC1,-9.8%,-0.9,0.4%,-0.2,-19.3,4.2%,12.5%,-0.5%,1.2
O=C1Nc2ccccc2S/C1=C/Nc1cccc(Cl)c1,-13.2%,-9.1,3.2%,6.2,-5.4,1.2%,0.0%,7.6%,-3.7

Rewritten field by field: 2 of the compounds above.
smiles: CC1CCN(C(=O)Cn2nnc(-c3ccccc3)n2)CC1
  PLK1 PBD inh = -3.9%
  PI5P4K alpha inh = 2.9
  GLP-1R agonist = -1.5%
  IL-2 act = -0.1
  D3 antag = -0.8
  WRN inhibitor = -1.5%
  GLP1R inv ag = 33.0%[activator]
  GLP1R cytotox = -30.7%
  DRD3 agonist = 8.2
smiles: O=C(COc1ccc(Br)cc1Cl)NC1CCCCC1
  PLK1 PBD inh = -9.8%
  PI5P4K alpha inh = -0.9
  GLP-1R agonist = 0.4%
  IL-2 act = -0.2
  D3 antag = -19.3
  WRN inhibitor = 4.2%
  GLP1R inv ag = 12.5%
  GLP1R cytotox = -0.5%
  DRD3 agonist = 1.2

Next section
smiles,PLK1 PBD inh,PI5P4K alpha inh,GLP-1R agonist,IL-2 act,D3 antag,WRN inhibitor,GLP1R inv ag,GLP1R cytotox,DRD3 agonist
COc1cc(NS(=O)(=O)c2ccc(NC(=S)NC(=O)/C=C/c3ccc(OC)c(OC)c3)cc2)ncn1,13.4µM*,-9.8,-1.1%,-0.6,4.2,-0.3%[57.1 µM],5.9%,-1.5%,0.5
N#CC1=C(N)Oc2n[nH]c(-c3cccnc3)c2C1c1cc(F)ccc1F (stereo not given),-16.5%,-54.2*,3.3%,3.0,-23.5,-11.8%,-11.5%[0.307 µM],-3.4%[0.307 µM],1.7
N#Cc1nc(-c2ccccc2Cl)oc1N1CCOCC1,-10.2%,.,24.5%,-2.5,-18.0,-6.6%,177.2%[activator],4.0%,-7.9
COc1ccc(-c2oc(=O)c3cc(OC)c(OC)cc3c2C#CC2(O)CCCCC2)cc1,-10.3%,3.8,12.8%,0.2,28.5,-0.7%,21.6%,-7.1%,10.4
CCCCS(=O)(=O)Nc1ccc2c(c1)ncn2C1CCCCC1,2.5%,.,12.7%,-2.3,18.0,-1.1%,4.8%,8.1%,11.9
COc1ccc(CNC(=O)c2ccccc2C(=O)O)cc1,3.5%,15.5,2.3%,0.2,2.5,-20.3%,-0.9%,-7.4%,-3.3
O=C(CSc1ncn[nH]1)CSc1ncn[nH]1,-26.0%,?,0.3%,-2.4,-7.4,-21.8%,12.5%,1.0%,3.3
CCN(Cc1ccccc1)C(=O)c1cc(COc2c(F)cccc2F)on1,-0.8%,10.2,13.2%,0.1,4.9,-12.5%,?,-0.4%,1.3
Cc1nnc(SCc2nnc(-c3cccs3)o2)s1,-7.7%,-29.5,-3.8%,-0.4,-10.2,-1.0%,19.5%,17.6%,-4.7
COC(=O)c1ccc(OS(=O)(=O)N(C)C)cc1,3.0%,0.5,-4.3%,-0.4,10.2,8.9%,1.4%,3.0%,-1.1

Laid out differently: results already given
Results follow in this order: PLK1 PBD inh | PI5P4K alpha inh | GLP-1R agonist | IL-2 act | D3 antag | WRN inhibitor | GLP1R inv ag | GLP1R cytotox | DRD3 agonist
O=C(COc1ccc(Br)cc1Cl)NC1CCCCC1
  -9.8% | -0.9 | 0.4% | -0.2 | -19.3 | 4.2% | 12.5% | -0.5% | 1.2
O=C1Nc2ccccc2S/C1=C/Nc1cccc(Cl)c1
  -13.2% | -9.1 | 3.2% | 6.2 | -5.4 | 1.2% | 0.0% | 7.6% | -3.7
COc1cc(NS(=O)(=O)c2ccc(NC(=S)NC(=O)/C=C/c3ccc(OC)c(OC)c3)cc2)ncn1
  13.4µM* | -9.8 | -1.1% | -0.6 | 4.2 | -0.3%[57.1 µM] | 5.9% | -1.5% | 0.5
N#CC1=C(N)Oc2n[nH]c(-c3cccnc3)c2C1c1cc(F)ccc1F (stereo not given)
  -16.5% | -54.2* | 3.3% | 3.0 | -23.5 | -11.8% | -11.5%[0.307 µM] | -3.4%[0.307 µM] | 1.7
N#Cc1nc(-c2ccccc2Cl)oc1N1CCOCC1
  -10.2% | . | 24.5% | -2.5 | -18.0 | -6.6% | 177.2%[activator] | 4.0% | -7.9
COc1ccc(-c2oc(=O)c3cc(OC)c(OC)cc3c2C#CC2(O)CCCCC2)cc1
  -10.3% | 3.8 | 12.8% | 0.2 | 28.5 | -0.7% | 21.6% | -7.1% | 10.4
CCCCS(=O)(=O)Nc1ccc2c(c1)ncn2C1CCCCC1
  2.5% | . | 12.7% | -2.3 | 18.0 | -1.1% | 4.8% | 8.1% | 11.9
COc1ccc(CNC(=O)c2ccccc2C(=O)O)cc1
  3.5% | 15.5 | 2.3% | 0.2 | 2.5 | -20.3% | -0.9% | -7.4% | -3.3
O=C(CSc1ncn[nH]1)CSc1ncn[nH]1
  -26.0% | ? | 0.3% | -2.4 | -7.4 | -21.8% | 12.5% | 1.0% | 3.3
CCN(Cc1ccccc1)C(=O)c1cc(COc2c(F)cccc2F)on1
  -0.8% | 10.2 | 13.2% | 0.1 | 4.9 | -12.5% | ? | -0.4% | 1.3
Cc1nnc(SCc2nnc(-c3cccs3)o2)s1
  -7.7% | -29.5 | -3.8% | -0.4 | -10.2 | -1.0% | 19.5% | 17.6% | -4.7
COC(=O)c1ccc(OS(=O)(=O)N(C)C)cc1
  3.0% | 0.5 | -4.3% | -0.4 | 10.2 | 8.9% | 1.4% | 3.0% | -1.1

Next part
smiles,PLK1 PBD inh,PI5P4K alpha inh,GLP-1R agonist,IL-2 act,D3 antag,WRN inhibitor,GLP1R inv ag,GLP1R cytotox,DRD3 agonist
COc1cc2c(c(OC)c1OC)CC(=O)N(C)CC2,-9.3%,-8.7,-7.3%,0.7,5.2,4.6%,14.6%,14.5%,1.4
Cc1cccc(NC(=O)c2ccc(NC(C)c3ccccc3)c([N+](=O)[O-])c2)n1 (stereo not given),-20.7%,1.8,0.7%,-2.9,9.2,0.4%,8.8%,-8.3%,2.1
CCCCN(C(=O)c1ccc(N2C(=O)c3ccccc3C2=O)cc1)c1c(N)n(CC(C)C)c(=O)[nH]c1=O,-6.8%,0.8,6.5%,-0.9,-12.3,7.7%,4.1%,-9.8%,-2.6
C#CCN1C(=O)C2(OCCO2)c2ccccc21,-1.7%,-0.8,2.0%,0.3,11.1,5.9%,-2.2%,-4.8%,4.6
Cc1cccc(-n2c(N)c(-c3nc4ccccc4n3C)c3nc4ccccc4nc32)c1,-0.1%,14.3,-1.1%,0.5,12.5,-19.4%[57.1 µM],-7.8%,78.7%[activator],-0.8
Cc1cccc(NC(=O)c2cccnc2)c1C,-1.7%,2.0,7.8%,0.6,14.7,4.2%,11.9%,-0.5%,9.8
CCOC(=O)C(=O)/C(=C\N(C)C)c1onc(-c2c(Cl)cccc2Cl)c1C(=O)OC,-0.4%,4.6,-1.3%,-3.0,13.0,-4.5%,-18.0%,35.0%[activator],-4.2
